Bioassay records deposited in PubChem BioAssay by National Center for Advancing Translational Sciences (NCATS).
12-hLO inh: blocks human 12-lipoxygenase activity; P18054; purified 12-hLO, xylenol orange hydroperoxide absorbance; Potency, µM (doses to about 57.1 µM), inactives show at the highest dose activity change, negative = inhibition, usual class: inhibitors; 0.12% of 150,000 active; AID 1452; note: potency is the fitted concentration of half-maximal effect; nearly all actives have a fitted effect of over 55% in size; many of its hits are not listed in these tables
Target sequence (P18054 whole entry, looked up): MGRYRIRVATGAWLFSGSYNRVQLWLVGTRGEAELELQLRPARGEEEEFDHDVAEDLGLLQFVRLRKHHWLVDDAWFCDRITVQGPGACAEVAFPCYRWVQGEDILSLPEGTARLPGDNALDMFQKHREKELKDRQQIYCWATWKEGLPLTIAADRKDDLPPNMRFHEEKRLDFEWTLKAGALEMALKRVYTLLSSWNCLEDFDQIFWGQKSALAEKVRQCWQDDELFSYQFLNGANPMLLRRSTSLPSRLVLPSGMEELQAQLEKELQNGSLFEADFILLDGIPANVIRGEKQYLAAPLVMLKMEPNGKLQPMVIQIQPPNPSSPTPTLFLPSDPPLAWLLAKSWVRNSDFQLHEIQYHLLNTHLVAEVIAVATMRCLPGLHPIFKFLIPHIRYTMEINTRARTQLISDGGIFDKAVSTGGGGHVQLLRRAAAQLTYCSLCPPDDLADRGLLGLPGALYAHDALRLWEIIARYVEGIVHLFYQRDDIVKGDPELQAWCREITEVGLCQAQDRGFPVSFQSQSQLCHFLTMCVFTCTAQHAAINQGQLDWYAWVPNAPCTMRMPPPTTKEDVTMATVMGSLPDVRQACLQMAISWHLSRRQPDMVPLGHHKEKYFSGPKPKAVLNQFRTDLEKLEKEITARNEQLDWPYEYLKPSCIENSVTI
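Xylenol orange chromogenic assay: hydroperoxide from 12hLO oxidises Fe(II), giving red-shifted Fe(III)-XO absorbance. Conditions: 150 nM enzyme, 40 uM arachidonic acid, 25 mM Hepes pH 7.0, 0.01% Triton X-100, 30 min, room temperature.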
ALOX15B inhib: blocks human 15-lipoxygenase 2 activity. purified 15hLO-2, xylenol orange hydroperoxide absorbance. 0.56% of 110,000 active. Potency, µM (titrated, usually from 57.1 µM), without a hit: top-dose activity change, negative = inhibition, usual class: inhibitors. O15296. AID 881; note: potency is the fitted concentration of half-maximal effect; nearly all actives have a fitted effect of over 60% in size; many of its hits are not listed in these tables
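Enzyme 50 nM, AA 45 uM, 25 mM Hepes pH 7.5 + 0.01% Triton X-100; cpd preinc 15 min RT, rxn 90 min RT; stop/detect with 200 uM XO + 300 uM Fe(II) in 50 mM H2SO4, 30 min; A573/A405.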
PNC inhibitor: inhibitors of perinucleolar compartment assembly. PC3M PTB-GFP, PNC prevalence imaging, 16 h; active compounds read low. 3.1% of 140,000 active. activity change (PNC), negative = inhibition, % at 10 µM;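 active = readout at or below -70, meaning at least 70% loss of cells showing the perinucleolar compartment, a nuclear body marking cancer cells; inconclusive = readout between -30 and a set limit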;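 note: plate controls were DMSO wells for no effect and camptothecin positive control wells for full effect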
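Read-out is percentage of cells bearing a perinucleolar compartment, from automated 20x imaging of fixed, Hoechst-stained PC3M PTB-GFP cells. Cells were seeded 4 h, then exposed 16 h to compound (23 nl of library stock) in duplicate plates.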
IMPase cell inh: membrane-permeable compound that blocks inositol monophosphatase. P97697. CHO-M1 cells, IP1 accumulation, HTRF TR-FRET ratio. inhibition (IP1 accumulation), % at 46.1 µM. 120,000 tested, under 10 active; active = well fitted curve in the direction sought with a large enough effect in the signal ratio, not every such curve was filed as active; inconclusive = small, poorly fitted or top-dose-only effect, or a change in a side signal; inactive = no such curve, though single readings can be large or run the other way; the % refers to the signal ratio;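 note: cells stimulated with carbachol in lithium chloride buffer; plate controls were DMSO basal wells for no effect and reference inhibitor wells for full effect; higher means more IMPase inhibition seen as more IP1 and lower FRET ratio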
Target sequence (P97697 whole entry, looked up): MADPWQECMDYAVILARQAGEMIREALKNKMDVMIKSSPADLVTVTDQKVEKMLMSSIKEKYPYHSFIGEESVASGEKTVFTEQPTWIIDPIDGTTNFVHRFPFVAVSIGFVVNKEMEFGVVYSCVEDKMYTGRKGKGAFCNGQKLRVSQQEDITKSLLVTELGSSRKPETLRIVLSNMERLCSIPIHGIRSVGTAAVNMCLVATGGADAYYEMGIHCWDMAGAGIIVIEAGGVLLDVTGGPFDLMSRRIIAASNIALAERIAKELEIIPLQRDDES
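The IP-One HTRF competitive assay in carbachol-stimulated CHO-M1 cells quantifies cellular IP1. Compounds spanned up to 46 uM final, and activity is expressed as AC50 from concentration-response fits of the ratio and donor data.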
* hit, by the source's call; u = inconclusive; x = not tested or not shown; & = joins results of further samples; [ ] = another dose, or the depositor's remark. Unless noted, calls come from the whole dose curve; as a rule, active = well fitted curve in the direction sought with a large enough effect; inconclusive = small, poorly fitted or top-dose-only effect, or another doubt; inactive = no such curve, though single readings can be large; an effect the other way counts as inactive or inconclusive. Unless noted, % is set by controls: 0 for no effect and ±100 for the full control effect.

Start of the listing, in advance, 4 compounds:
SMILES	12-hLO inh	ALOX15B inhib	PNC inhibitor	IMPase cell inh
N#CC1=C(N2CCCCC2)c2cc3c(n2C1=O)CCCC3	-9%	-19%	0	u
CCOC(=O)c1oc2ccc(S(=O)(=O)n3nc(-c4ccccc4)cc3N)cc2c1C	-10%	-5%	21	6
COCCCNC(=O)Nc1ccc(Br)cc1Cl	1%	0%	48	8
CCOc1cc(N2CCOCC2)c(OCC)cc1NC(=O)COc1cccc2cccnc12	-20%	23%	20	4

Main list, from the first entry:
SMILES	12-hLO inh	ALOX15B inhib	PNC inhibitor	IMPase cell inh
N#CC1=C(N2CCCCC2)c2cc3c(n2C1=O)CCCC3	-9%	-19%	0	u
CCOC(=O)c1oc2ccc(S(=O)(=O)n3nc(-c4ccccc4)cc3N)cc2c1C	-10%	-5%	21	6
COCCCNC(=O)Nc1ccc(Br)cc1Cl	1%	0%	48	8
CCOc1cc(N2CCOCC2)c(OCC)cc1NC(=O)COc1cccc2cccnc12	-20%	23%	20	4
CCOC(=O)c1cccc2c1-c1ccccc1/C2=N/O	-14%	-13%	u	9
CC(=O)NC(Cc1c[nH]c2ccccc12)C(=O)NCc1ccc2c(c1)OCO2 (stereo unspecified)	-5%	1%	-19	-1
CCc1nnc(NC(=O)c2c(OC)cccc2OC)s1	-2%	-2%	20	-7
Cc1nc(Nc2cccc(C(F)(F)F)c2)nc2c1C(=O)CC(C)C2 (stereo unspecified)	1%	13%[2.29 µM]	u	5
Cc1nn(-c2ccc(F)cc2)c(C)c1NS(=O)(=O)c1ccc2ccccc2c1	-12%	-2%	48	-3
COc1ccc2o/c(=N/NC(=S)Nc3ccccc3)c(C(N)=O)cc2c1	-1%	x	3	-1
Cc1ccc(C(=O)/C=C/Nc2ccccc2C(N)=O)cc1	4%	-6%	3	1
Cc1ccccc1-n1c(Cn2c(=O)sc3ccccc32)nnc1SCC(N)=O	2%	-5%	32	-3
O=C(O)c1ccncc1.O=C(O)c1ccncc1.[Cl][Pt]([Cl])([Cl])[Cl]	-4%[11.4 µM]	13%[11.4 µM]	x	x
O=C(O)C1CCCN1c1ncnc2ccccc12 (stereo unspecified)	4%	0%	13	10
CCCC(=O)Nc1sc2c(c1C(=O)OC)C(C(=O)OC)CC2 (stereo unspecified)	-2%	x	u	3

A second format for some results above.
Each structure is followed by: 12-hLO inh, ALOX15B inhib, PNC inhibitor, IMPase cell inh
CCc1nnc(NC(=O)c2c(OC)cccc2OC)s1
 : -2%, -2%, 20, -7
CCOC(=O)c1oc2ccc(S(=O)(=O)n3nc(-c4ccccc4)cc3N)cc2c1C
 : -10%, -5%, 21, 6
CCOC(=O)c1cccc2c1-c1ccccc1/C2=N/O
 : -14%, -13%, u, 9
CC(=O)NC(Cc1c[nH]c2ccccc12)C(=O)NCc1ccc2c(c1)OCO2 (stereo unspecified)
 : -5%, 1%, -19, -1
COc1ccc2o/c(=N/NC(=S)Nc3ccccc3)c(C(N)=O)cc2c1
 : -1%, x, 3, -1

Carrying on.
SMILES	12-hLO inh	ALOX15B inhib	PNC inhibitor	IMPase cell inh
O=C(CSc1nnc(Cn2nnc(-c3ccccc3)n2)n1-c1ccccc1)Nc1ccc(F)cc1	-6%	3%[2.29 µM]	u	4
CC(C)NC(=O)c1cc2cc(Br)ccc2oc1=O	-12%	-12%	7	8
COc1cccc(CNC(=O)C(=O)NCC(c2ccco2)N2CCOCC2)c1 (stereo unspecified)	1%	x	-21	3
CCc1cccc(CC)c1NC(=O)COC(=O)/C(C#N)=C/c1ccc(OC)cc1	-3%	x	-12	x
CC(=O)NCC(=O)NC1(C(=O)NC2CCCC2)CCCCC1	-4%	2%	u	3
Cc1ccc(N2C(N)=C(C#N)C(c3cccs3)C3=C2CC(C)(C)CC3=O)cc1 (stereo unspecified)	-5%	-14%	20	11
COCC(C)NC(C(=O)Nc1ccc(C)c(Cl)c1)c1ccccc1 (stereo unspecified)	4%	11%	41	3
O=C(C1CC1)N1CCCN(C(=O)C2CC2)CC1	4%	0%	u	0
CC1(C)SCC(C(=O)O)N1C=O (stereo unspecified)	4%	-2%	48	21
COc1ccc(Oc2coc3cc(OC(=O)/C=C/c4ccccc4)ccc3c2=O)cc1	-5%	x	-81*	4
Cn1c(=O)c(C(=O)COC(=O)c2cc(C(F)(F)F)nc3ccccc23)c(N)n(Cc2ccccc2)c1=O	-3%&-3%	11%	10	x
O=C1CCC(N2C(=O)c3ccccc3C2=O)C(=O)N1 (stereo unspecified)	-2%[0.00818 µM]	2%[0.0915 µM]	x	x
COc1ccccc1CN=C1NC(=O)C(CC(=O)Nc2ccc(OC)c(OC)c2)S1 (stereo unspecified)	-3%	6%	15	11
CN1CCN2c3ncccc3Cc3ccccc3C2C1 (stereo unspecified)	3%	18%	x	3
O=S(=O)(/N=C(\c1ccccc1F)N1CCCCC1)c1ccccc1	0%	x	u	x

Part of the list above in order of number of heavy atoms, descending.
SMILES	12-hLO inh	ALOX15B inhib	PNC inhibitor	IMPase cell inh
CCc1cccc(CC)c1NC(=O)COC(=O)/C(C#N)=C/c1ccc(OC)cc1	-3%	x	-12	x
COc1cccc(CNC(=O)C(=O)NCC(c2ccco2)N2CCOCC2)c1 (stereo unspecified)	1%	x	-21	3
O=S(=O)(/N=C(\c1ccccc1F)N1CCCCC1)c1ccccc1	0%	x	u	x
CC(=O)NCC(=O)NC1(C(=O)NC2CCCC2)CCCCC1	-4%	2%	u	3
O=C1CCC(N2C(=O)c3ccccc3C2=O)C(=O)N1 (stereo unspecified)	-2%[0.00818 µM]	2%[0.0915 µM]	x	x
O=C(C1CC1)N1CCCN(C(=O)C2CC2)CC1	4%	0%	u	0

Other structures follow.
SMILES	12-hLO inh	ALOX15B inhib	PNC inhibitor	IMPase cell inh
C=C(C)COc1ccc(-c2ncncc2Oc2ccc(OC)cc2)c(O)c1	-20%	29%	15	u
O=C(O)c1cc(N/N=C/c2ccc3c(c2)OCCO3)ccc1Cl	0%	x	55	x
Cc1nc(SCC(=O)Nc2ccc3c(c2)OCCO3)c2oc3ccccc3c2n1	7%	x	106	0
CCC(=NCc1ccccc1)c1c(C(F)(F)F)[nH]n(-c2nc3ccccc3s2)c1=O	18%	40%[activator]	15	-5
CCc1ccc(OCc2nnc(SCCN3CCOCC3)n2C)cc1	-12%	-14%	20	8
COc1ccc(OC)c(-n2c(O)cnc2Nc2nc(C)cc(C)n2)c1	-4%	1%	39	5
Cc1ccc(NC(=O)CN2CCN(c3ccccn3)CC2)c(Cl)c1	-14%	0%	u	5
Cc1cc(Cl)ccc1Oc1ccc(C(N)=O)cc1[N+](=O)[O-]	2%	x	u	x
Cc1cc(=O)oc2cc(OCC(O)CN3CCN(c4ccc(F)cc4)CC3)ccc12 (stereo unspecified)	4%	13%	40	5
CCOC(=O)C1=C2c3ccc4ccccc4c3CC(C)(C)N2C(=O)C1=O	-6%	x	29	x
Cc1ccc(Sc2cc(C(F)(F)F)nc(N(C)C)n2)cc1	2%	-6%	u	-5
O=c1oc2c(CN3CCOCC3)c(O)c(Cl)cc2c2c1CCCC2	-22%	2%	-10	u
NC(=O)c1cc(-c2ccccc2)nc(N2CCOCC2)n1	-3%	2%[11.4 µM]	-14	-7[1.84 µM]
CC1=C(C(=O)OCc2ccccc2)C(c2ccc(C(F)(F)F)cc2)NC(=O)N1CCCCCC(=O)O (stereo unspecified)	0%&-5%	-19%	u	x
CCOC(=O)C1=C(C)Nc2nc(SCC)[nH]c(=O)c2C1c1ccncc1 (stereo unspecified)	-4%	-1%	0	1
CCC(C)NC(=O)C1CCC(=O)N1Cc1ccc(C)cc1 (stereo unspecified)	1%	10%	u	1
Cc1ccc2nc(NCCCO)nc(-c3ccccc3)c2c1	2%	3%	19	-6
CCOC(=O)c1c(C)c(C(=O)NCc2cccnc2)c(C)n1CC	-2%	2%	32	-1
COCCCn1c(C)nc2c(c1=O)c1nc3ccccc3nc1n2CCc1ccccc1	-1%	-2%	-10	2
O=C(CN1C(=O)CSC1=O)NC1CCCCC1	-4%	x	10	-5
Cc1ccc(Oc2ccc(-c3nc(N)nc(N)n3)cc2)cc1	-2%	28%	u	2
Cc1c([N+](=O)[O-])cc(C(=O)Nc2ccc(Cc3ccncc3)cc2)cc1[N+](=O)[O-]	1%	x	-1	x
CC(OC(=O)C1CCN(S(=O)(=O)c2ccc(Cl)cc2)CC1)C(=O)N1CCc2ccccc21 (stereo unspecified)	0%	-2%	19	-1
O=C(c1ccco1)N1CCC(c2nc(-c3ccccc3Cl)no2)CC1	-3%	-2%	23	9
CCCC(=O)Nc1ccc(N2CCOCC2)cc1	-1%	-3%	u	6
CCN(CC)CCCNC(=O)N[C@@H](Cc1ccccc1)C(=O)O	-2%	2%	u	3
CCOC(=O)c1oc2ccccc2c1NC(=O)c1ccc2c(c1)OCO2	-5%	2%	-22	6
C/C(=N\Nc1nc2c(s1)CCCC2)c1ccc(Cl)cc1	u	-13%	u	10
COc1nc(Cl)cn(-c2ccc(C)cc2)c1=O	-3%	x	19	x
CCC(=O)Nc1ccc(NC(=O)c2ccccn2)cn1	-4%	-1%	16	-5
CCOC(=O)C1=C(N)OC2=C(C(=O)CC(C)(C)C2)C1c1cccs1 (stereo unspecified)	-3%	x	10	-10
Cc1ccc(NCCC(=O)c2ccc(Cl)cc2)cc1C	-1%	-21%	-13	-1
COc1cc(-c2noc(CCC(N)=O)n2)cc(OC)c1OC	3%	-2%	17	3
Oc1oc(-c2ccccc2)nc1C=Nc1ccccc1	-21%	-22%	10	-1
O=C(Cn1ncnn1)OCc1ccccc1Cl	-5%	3%	-9	-1
C/C(=N\NC(=O)c1ccc(Br)cc1)C1C(=O)c2ccccc2C1=O	-17%	-5%	7	-1
N#Cc1nc(Cc2cccc3ccccc23)oc1NCC1CCCO1 (stereo unspecified)	-5%	-11%	28	1
Cc1cccc(N(C(=O)Cn2nnc3ccccc32)C(C(=O)NC(C)(C)C)c2ccsc2)c1 (stereo unspecified)	1%	-2%	-94*	10
Cc1cc(C)cc(-n2c(C)cc(/C=N/NC(=O)CSc3ncccn3)c2C)c1	-1%	-4%	2	13
Cc1n[nH]c(=O)nc1Nc1ccc(O)cc1	1%	1%	-28	-2
COCCCNC(=O)C12CCC(C)(C(=O)C1)C2(C)C (stereo unspecified)	7%	6%	u	-11
COc1ccccc1N1CCN(CC(=O)Nc2cccc(F)c2)CC1	-10%	3%	-15	4
O=c1c(S(=O)(=O)c2ccc(Cl)cc2)cn(Cc2ccccc2F)c2ccc(F)cc12	1%	x	-4	-2
Cc1nc(C(=O)N(C)C)nn1-c1cc(Cl)ccc1Cl	4%	2%	-6	8
COc1ccc(CCNC(=O)COc2ccc(-c3ccc(C#N)cc3)cc2)cc1	6%	x	22	0
O=C(NC1CC2CCCC(C1)N2C(=O)NC1CCCCC1)c1ccc(F)cc1 (stereo unspecified)	4%	16%	-16	1
CCOC(=O)c1c(C)[nH]c(C)c1C(=O)COC(=O)/C=C/c1cccc(Cl)c1	-3%	x	-13	x
O=C(O)c1cc(Cl)c(Cl)cc1C(=O)N1CCOCC1	2%	-1%	20	-9
COc1ccccc1NC(=O)C1=C(C)NC(SCC(=O)c2ccc(C)cc2)=C(C#N)C1c1ccco1 (stereo unspecified)	-15%	-12%	-22	-4
CN1CCN(c2ccc([N+](=O)[O-])cc2/C=N/NC(=O)c2cccc([N+](=O)[O-])c2)CC1	3%	x	-1	x
C=C(C)Cn1c(C)cc(C)c(S(=O)(=O)c2ccccc2C)c1=O	-1%	1%	-8	u
CC(NC(=O)COc1cccc(Br)c1)C(=O)O (stereo unspecified)	-7%	2%	26	-4
Cc1ccc(CNC(=O)CCS(=O)(=O)c2cccc3nsnc23)cc1	-2%	-10%	31	0
Cc1ccsc1/C=N/NC(=O)c1ccc(Cn2cc(Br)cn2)o1	9%	x	5	x
